# Assay outcomes: PubChem BioAssay, several laboratories
# S1P3 antagonist: S1P3 receptor antagonists, primary screen, cell-based | Sphingosine 1-phosphate receptor 3 (Homo sapiens), Q99500 | CHO S1P3 NFAT-BLA reporter, FRET fluorescence, antagonist mode | inhibition, % at 4.98 µM | 170,000 compounds, 0.27% hits | AID 485, 2006;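 active means inhibition above the plate cutoff, the mean inhibition of test wells on that plate plus 3 SD, cut at about 28% in these data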;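 further: cells challenged with S1P at its EC80 of 0.8 µM; blue over green emission ratio from cleaved BLA substrate after 4 h stimulation; 0% = S1P-stimulated wells and 100% = unstimulated DMSO-only wells; some compounds past the cut are filed as inactive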
# Target sequence (Q99500 whole entry, looked up): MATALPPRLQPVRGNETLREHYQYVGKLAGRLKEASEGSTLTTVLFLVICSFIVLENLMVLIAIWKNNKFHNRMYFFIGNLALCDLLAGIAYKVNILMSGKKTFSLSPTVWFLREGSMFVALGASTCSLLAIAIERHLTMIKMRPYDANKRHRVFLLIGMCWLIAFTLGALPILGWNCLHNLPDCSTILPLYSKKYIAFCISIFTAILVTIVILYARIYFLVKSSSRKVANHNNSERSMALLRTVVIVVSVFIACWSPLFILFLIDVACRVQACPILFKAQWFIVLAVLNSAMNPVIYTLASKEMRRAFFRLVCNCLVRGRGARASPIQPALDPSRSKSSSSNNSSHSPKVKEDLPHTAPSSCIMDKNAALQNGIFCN
# L major viab: Leishmania major promastigote growth inhibition, primary screen; Leishmania major promastigotes, resazurin fluorescence viability; inhibition, % at 10 µM; 200,000 compounds, 9% hits; in the data active means inhibition above about 50%;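 further: promastigotes grown with compound for 44 hours at 28 °C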
# Efa HMGR inh: inhibitors of E. faecalis class II HMGR, primary screen, biochemical, Enterococcus faecalis | HMG-CoA reductase (Enterococcus faecalis, mvaE) | 190,000 compounds, 0.41% hits | AID 1066, 2008 | inhibition, % at 10 µM | purified E. faecalis HMGR, NADPH absorbance 340 nm kinetic;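 active means inhibition above a set limit, the median over all tested compounds plus 3 SD, cut at about 9.5% in these data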;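 further: enzyme runs in reverse so mevalonate oxidation gives rising NADPH absorbance; 0% = complete reaction with DMSO and 100% = background rate lacking mevalonate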
# Hsp70 activator: Hsp70 transcriptional activators, primary screen, cell-based, HeLa, Hsp70 promoter luciferase, luminescence, 10 µM. 200,000 compounds, 0.04% hits. AID 1203, 2008. HeLa Hsp70 promoter luciferase reporter; scaled: vehicle 0, proteasome-inhibitor control 100%. activation, % at 10 µM;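 active means activation above the mean across all tested compounds plus 3 SD, cutoff set per campaign, cut at about 5.5% in these data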;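 further: 100% = MG132 at 30 µM as the positive control and 0% = DMSO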
# PMI act hi M6P: human PMI activators, high substrate, primary screen, biochemical, fluorescence intensity, near-saturating mannose 6-phosphate; Mannose-6-phosphate isomerase (Homo sapiens), P34949; coupled PMI enzyme assay, resazurin fluorescence, 20 min; stronger effect = higher value; 1 = untreated enzyme, 0 = substrate-free blank; activation factor at 20 µM; 190,000 compounds, 0.34% hits;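 active means activation factor of 2 or more at 20 µM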
#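 Test system: human phosphomannose isomerase with PGI, G6PDH, diaphorase coupling enzymes; amount: 15 ng/mL PMI; incubation: enzyme reaction with compound 20 min at room temperature; technique: resorufin fluorescence (Ex 544/Em 590 nm) from resazurin via diaphorase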
# Redox H2O2 prof: compounds producing H2O2 with reducing agent – biochemical, NIH compound library profiling, artefact control for MLSCN library redox annotation, primary screen; AID 878, 2007; activation, % at 10 µM; 200,000 compounds, 0.03% hits; DTT-dependent redox cycling H2O2, phenol red/HRP absorbance; 100% = 100 µM peroxide control, 0% = buffer;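 active means activation of at least 50% relative to the plate's high and low controls in the primary single-dose screen; inactive means activation below 50%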;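 further: compound incubated with DTT at 0.8 mM final as the reducing agent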
# TNAP inh hiacc: human TNAP enzyme inhibitors, primary screen, biochemical, luminescent, high phosphate acceptor level, uHTS; purified TNAP, CDP-star luminescence, 1 M DEA; 200,000 compounds, 0.03% hits; inhibition, % at 20 µM; AID 1135, 2008;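 active means over 50% inhibition of tissue-nonspecific alkaline phosphatase at 20 µM in the single-dose screen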;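 further: plate controls were DMSO wells for no effect and EDTA-quenched wells as full inhibition for full effect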
# Target sequence (P05186 whole entry, looked up): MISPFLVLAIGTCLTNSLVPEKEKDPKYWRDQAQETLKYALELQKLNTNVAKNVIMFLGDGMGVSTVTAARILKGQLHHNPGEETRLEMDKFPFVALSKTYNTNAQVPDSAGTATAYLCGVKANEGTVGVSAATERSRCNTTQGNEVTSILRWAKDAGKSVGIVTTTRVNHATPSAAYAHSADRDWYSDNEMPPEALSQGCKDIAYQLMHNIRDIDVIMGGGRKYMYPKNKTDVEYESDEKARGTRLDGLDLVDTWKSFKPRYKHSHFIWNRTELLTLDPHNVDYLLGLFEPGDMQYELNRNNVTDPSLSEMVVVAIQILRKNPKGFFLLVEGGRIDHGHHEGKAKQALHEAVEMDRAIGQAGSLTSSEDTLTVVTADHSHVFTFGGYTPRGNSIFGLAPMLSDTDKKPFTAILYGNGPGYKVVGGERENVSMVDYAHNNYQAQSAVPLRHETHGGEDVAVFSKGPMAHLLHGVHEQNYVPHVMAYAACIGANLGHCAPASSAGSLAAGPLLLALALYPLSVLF
# PMI act: activators of human PMI, primary screen, biochemical, fluorescence intensity, near-Km mannose 6-phosphate. Mannose-6-phosphate isomerase (Homo sapiens), P34949. purified human PMI, coupled resazurin fluorescence, 20 min; stronger effect = higher value; 1 = vehicle control, 0 substrate-free wells. activation factor at 20 µM. 190,000 compounds, 0.005% hits;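 active means activation factor of 2 or more at 20 µM, relative to plate controls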
# RAM network inh: inhibitors of the yeast RAM network, primary screen, dse1pr::URA3 reporter, 5-FOA selection; inhibition, % at 50 µM; S. cerevisiae dse1pr::URA3 reporter, 5-FOA growth OD615, 2 d; analog-sensitive cbk1-as2 kinase mutant strain; 190,000 compounds, 1.8% hits; AID 868, 2007;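 active means inhibition above a set limit, 3 SD over mean compound inhibition, cut at about 8.4% in these data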;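 further: 0% = DMSO-only wells with no growth and 100% = 10 µM 1-NA-PP1 full growth; inhibition rescues growth on 5-FOA so higher OD means more RAM inhibition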
# TNAP inh noacc: human TNAP enzyme inhibitors, primary screen, biochemical, luminescent, no phosphate acceptor, uHTS; Alkaline phosphatase, tissue-nonspecific isozyme (Homo sapiens), P05186; 200,000 compounds, 0.26% hits; purified TNAP, CDP-star luminescence, 30 min; inhibition, % at 20 µM;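 active means tissue-nonspecific alkaline phosphatase inhibition above about 50% at 20 µM in the single-dose screen, limit read from the data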;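 further: 0% = DMSO negative control and 100% = EDTA positive control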
# Active calls of the source: *; / = no result given.
SMILES,S1P3 antagonist,L major viab,Efa HMGR inh,Hsp70 activator,PMI act hi M6P,Redox H2O2 prof,TNAP inh hiacc,PMI act,RAM network inh,TNAP inh noacc
CCOc1ccc(C(=O)NCCn2cc(SCC(=O)Nc3cc(C)on3)c3ccccc32)cc1,1.7,45.7,-0.5,-0.4,0.9,-3.7,-3.9,1,2.4,1.9
COc1cc(NC(=O)C/C(C)=N/NC(=O)Cc2ccccc2)c(OC)cc1Cl,-6.6,25.8,-3.6,-0.4,1,-0.1,-1.9,0.9,2.8,-0.9
CCCN1c2cccc3cccc(c23)S1(=O)=O,/,-6.5,-4.3,0.1,1,-1.9,-5.4,0.9,-0.8,2.8
CN1CCN(C2=C(Cl)C(=O)N(CCc3ccccc3)C2=O)CC1,/,93.4*,2.1,-0.2,1,1.6,-1.2,0.9,-1.1,5.3
Nc1cc(Cl)nc(N/N=C/c2ccccc2[N+](=O)[O-])n1,/,7.8,-5.3,-0.2,0.6,-5.0,-1.3,0.9,2.9,-4.4
Cc1cc(-c2ccccc2)n[nH]1,4.9,-3.7,-6.7,0.1,0.9,-2.6,0.6,0.9,-0.2,49.3
O=C(Nc1ccccc1C(F)(F)F)c1cc(-c2ccc(O)cc2)on1,-15.2,5.4,-3.0,0.3,0.9,-0.1,5.0,0.9,2.1,-2.8
Cc1ccc(S(=O)(=O)NCC2CCC(C(=O)NCc3ccco3)CC2)cc1 (centres undefined),9.4,-5.7,-1.5,-0.1,0.9,-2.9,-7.2,0.9,1.1,-13.1
COC(=O)C1NN=C(C(=O)c2ccccc2)C1c1ccccc1 (centres undefined),3.5,-1.0,1.0,-0.5,0.9,-0.3,-1.2,1,0.4,17.4
Cc1nn2c(-c3ccco3)nnc2c2ccccc12,4.8,31.4,-4.8,-0.3,0.9,1.2,-2.6,0.9,2.8,-11.1
COC(=O)C1=C(C)N(C)C(C)=C(C(=O)OC)C1c1ccc(Cl)cc1,/,-2.8,-2.7,0.0,1,0.0,-2.4,1,3.3,-7.3
CCOC(=O)c1ccc(/C=C2/C=C(c3ccccc3)N(c3ccc(Cl)c(C(=O)O)c3)C2=O)cc1,14.1,-3.0,0.3,0.1,1.3,-0.2,5.6,0.9,7.2,8.9
COc1ccccc1NC(=O)CSc1nnc(-c2ccncc2)n1CC1CCCO1 (centres undefined),17.4,-2.7,-6.3,-0.4,1,-3.4,2.2,1,1.5,-7.0
CCOC(=O)C1C(c2cccs2)NC(=O)NC1(O)C(F)(F)F (centres undefined),-14.4,-6.5,-10.4,-0.5,1,0.0,-7.4,1,0.5,-11.4
S=C(NCC1CCCO1)N1CCN(c2nc(-c3ccc(Cl)cc3)cs2)CC1 (centres undefined),16.4,16.3,-4.7,-0.2,0.9,-0.8,-6.0,0.8,4.6,-8.8
Cn1nc(Oc2nc(N3CCOCC3)nc(N3CCOCC3)n2)ccc1=O,/,-0.8,-7.2,-0.1,1,0.0,-8.4,1,-0.1,-10.4
OCCN1CCN(CCCN2c3ccccc3Sc3ccc(C(F)(F)F)cc32)CC1,-10.1,86.7*,-10.0,-0.2,1.2,0.4,0.7,1.2,-0.6,-1.9
Cc1ccc(/C=N/N2CCN(c3ccccn3)CC2)cc1,-9.8,-4.6,-10.3,0.0,0.9,-0.4,-6.1,1,1.2,-12.1
CCCCN(C)Cc1c(C)[nH]c2c(Cl)cccc2c1=O,-36.1,100.3*,-0.2,0.0,0.9,0.8,-1.4,0.8,0.5,-13.1
CCOc1ccc(N=C2NC(=O)C(CC(=O)O)S2)cc1 (centres undefined),14.5,-4.6,4.0,-0.4,1,0.7,-0.5,1,1.6,41.5

# Six successive compounds from above:
SMILES,S1P3 antagonist,L major viab,Efa HMGR inh,Hsp70 activator,PMI act hi M6P,Redox H2O2 prof,TNAP inh hiacc,PMI act,RAM network inh,TNAP inh noacc
CCOC(=O)C1C(c2cccs2)NC(=O)NC1(O)C(F)(F)F (centres undefined),-14.4,-6.5,-10.4,-0.5,1,0.0,-7.4,1,0.5,-11.4
S=C(NCC1CCCO1)N1CCN(c2nc(-c3ccc(Cl)cc3)cs2)CC1 (centres undefined),16.4,16.3,-4.7,-0.2,0.9,-0.8,-6.0,0.8,4.6,-8.8
Cn1nc(Oc2nc(N3CCOCC3)nc(N3CCOCC3)n2)ccc1=O,/,-0.8,-7.2,-0.1,1,0.0,-8.4,1,-0.1,-10.4
OCCN1CCN(CCCN2c3ccccc3Sc3ccc(C(F)(F)F)cc32)CC1,-10.1,86.7*,-10.0,-0.2,1.2,0.4,0.7,1.2,-0.6,-1.9
Cc1ccc(/C=N/N2CCN(c3ccccn3)CC2)cc1,-9.8,-4.6,-10.3,0.0,0.9,-0.4,-6.1,1,1.2,-12.1
CCCCN(C)Cc1c(C)[nH]c2c(Cl)cccc2c1=O,-36.1,100.3*,-0.2,0.0,0.9,0.8,-1.4,0.8,0.5,-13.1

# (continued)
SMILES,S1P3 antagonist,L major viab,Efa HMGR inh,Hsp70 activator,PMI act hi M6P,Redox H2O2 prof,TNAP inh hiacc,PMI act,RAM network inh,TNAP inh noacc
COCCCN1C(=O)C(=O)/C(=C(/O)c2ccc(C)cc2)C1/C=C/c1ccccc1 (centres undefined),-9.0,-16.8,8.1,-0.1,1,-2.6,-0.8,1.3,5.1,-5.8
CCOc1ccccc1NC(=O)/C=C/c1ccccc1[N+](=O)[O-],-0.4,77.5*,-4.6,0.4,0.9,-0.2,-5.2,0.9,4.7,-17.6
COC(=O)c1sccc1NC(=O)CSc1ccccc1N,-16.1,2.5,-5.0,0.7,0.9,-0.9,-3.2,0.9,2.3,-4.3
Cc1cc(S(=O)(=O)N(Cc2cccs2)Cc2ccccc2F)ccc1-n1cnnn1,10.6,15.6,-7.0,0.2,1,0.3,0.1,0.9,12.6*,-13.5
Cc1ccc(OCCCCN2CCCC(C)C2)c([N+](=O)[O-])c1 (centres undefined),-6.2,86.4*,-0.6,0.1,0.9,-0.8,-3.8,0.9,-0.4,-15.9
CN1CCN(C(=O)N2CCNC2=O)CC1,1.8,-5.8,-3.0,-0.1,1,-1.8,-5.0,1,1.1,-12.5
COC(=O)C1=CN(Cc2ccc(OC)cc2)C=C(C(=O)OC)C1c1cccs1,11.1,100.2*,-6.3,-0.2,1,0.2,-8.4,1,6.4,-16.1
COc1ccccc1NC(=O)CC1Nc2ccccc2NC1=O (centres undefined),15.1,-4.2,-3.6,-0.2,1,12.3,-4.1,1,1.6,-11.4
O=C(CN1CCOCC1)NNc1nc(-c2ccccc2)c2cc(Br)ccc2n1,-15.3,6.4,5.8,-0.2,1.1,-0.2,14.9,1,-0.6,-125.7
N#C/C(=C/c1ccc(-c2ccc(S(N)(=O)=O)cc2)o1)c1nc2ccccc2s1,17.7,-4.3,-3.4,-0.5,0.9,-0.3,17.6,0.8,7.1,29.0
COc1nc(N(CC(N)=O)S(=O)(=O)c2ccccc2)nc(C)c1Cl,/,4.5,-6.1,0.1,1.1,1.0,-5.4,1,3.3,-8.0
O=C(NCC1CCCO1)c1cccc(NC(=O)c2cccs2)c1 (centres undefined),-12.2,-1.7,-2.9,-0.2,1.1,-1.9,-3.4,1.1,0.5,-6.6
Cc1nn(C)cc1/C=N\NC(=O)Cc1ccc([N+](=O)[O-])cc1,0.0,34.1,-1.2,-0.4,0.9,0.0,-4.3,0.9,-0.7,-7.5
COc1ccc(S(=O)(=O)Nc2nc(C(F)(F)F)cs2)cc1,-6.3,-8.3,-3.5,-0.3,1.1,0.2,-5.8,1,-0.7,-9.3
CC(C)(C)c1ccc(O)c(N)c1,/,-3.9,-4.3,-0.5,1,0.2,2.0,1,1.8,23.1
Cn1c(CN2CCCCC2)nc2cc(NC(=O)c3ccc(F)cc3)ccc21,-29.6,8.6,-4.4,0.0,0.9,-0.6,-4.9,1,0.4,2.9
C=CCN1C(=O)/C(=C\c2ccco2)C(C(=O)OC)=C1C,1.5,40.1,-6.8,0.0,1,-0.8,9.8,1,-0.3,4.8
Cn1c(SCCOc2ccccc2F)nc2ccccc2c1=O,-2.7,0.0,-1.7,-0.3,0.9,-2.0,-1.9,0.8,1.4,-12.1
FC(F)(F)c1cnc(NNC(=S)Nc2cccnc2)c(Cl)c1,-29.3,-0.8,-0.3,-0.1,1,0.4,9.0,0.9,0.5,-68.6
CCN(CC)S(=O)(=O)c1cccc(-c2n[nH]c(=S)n2/N=C/c2ccc(OC(F)F)cc2)c1,-1.8,-3.6,-0.7,0.2,0.9,0.0,6.9,0.8,2.1,18.3
Cc1ccc(-c2nnc(-c3ccccc3)c(N3CCOCC3)n2)cc1,/,21.4,-0.3,-0.3,0.9,-0.6,-3.2,0.9,1.8,-7.1
COc1ccc(/C=C/C(=O)NCCN2CCOCC2)cc1OC,1.3,-3.2,1.2,0.1,0.9,0.1,-5.2,1,3.3,-7.3
CCOC(=O)C(Nc1ccc2ccccc2c1)C(=O)OCC,-5.3,39.4,-2.2,0.2,0.3,0.4,3.1,0.4,1.8,-17.7
C=CCOc1ccc2c(CC)cc(=O)oc2c1C,10.3,2.5,-3.6,0.2,1.1,0.1,-2.3,1.1,0.1,-2.7
Cc1ccccc1C(=O)N/N=C1/SCC(=O)N1Cc1ccccc1,-6.8,-6.0,-3.4,-0.5,1,-0.3,-8.8,1,-0.4,-8.0
O=C(OCCCCN1C(=O)c2ccccc2C1=O)c1ccc(S(=O)(=O)N2CCCC2)cc1,/,-10.1,-3.9,-0.4,1,-0.6,-3.1,1,7.8,-6.9
COc1ccc(NC(=O)CCc2nc(-c3ccc(C)cc3)no2)c(OC)c1,-19.5,-6.3,-0.2,0.0,1,-0.4,-3.0,1,6.3,2.9
COC(=O)c1sc2ccccc2c1-n1cccc1C(=O)C(=O)Nc1ccc(F)cc1,/,3.2,-1.8,0.1,1,-11.5,-4.2,0.9,5.0,-7.0
CC(C)(C)N(Cc1cc2ccccc2[nH]c1=O)C(=O)c1ccco1,14.7,13.4,-5.3,0.0,1.1,0.1,0.2,1.1,0.6,-5.6
O=C(c1ccccc1)c1cn[nH]c1-c1ccccc1O,/,-1.0,-3.9,0.0,1,-4.8,0.7,1.1,0.3,77.6*
Cc1[nH]nc2c1C(c1cc(Br)cs1)C(C#N)=C(N)O2 (centres undefined),-29.6,98.7*,-2.0,-0.1,1,-0.5,-2.1,1.1,2.4,7.0
